Compound activity as filed in PubChem.
OX1R antag-1: OX1R (HCRTR1) antagonists, primary screen, fluorescence, CHO/OX1R cells, Fluo-8 calcium, orexin A | Orexin/Hypocretin receptor type 1 (Homo sapiens), O43613 | actives 0.43% (n = 330,000) | AID 434989, 2010 | Fluo-8 calcium fluorescence | inhibition, % at 5 µM;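 active means inhibition above its plate's threshold, mean inhibition of all tested compounds on the plate plus 3 SD, cut at about 37% in these data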;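 further: 0% = orexin A challenge wells and 100% = SB-334867-A antagonist wells; not every result past the cut was called active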
Target sequence (O43613 whole entry, looked up): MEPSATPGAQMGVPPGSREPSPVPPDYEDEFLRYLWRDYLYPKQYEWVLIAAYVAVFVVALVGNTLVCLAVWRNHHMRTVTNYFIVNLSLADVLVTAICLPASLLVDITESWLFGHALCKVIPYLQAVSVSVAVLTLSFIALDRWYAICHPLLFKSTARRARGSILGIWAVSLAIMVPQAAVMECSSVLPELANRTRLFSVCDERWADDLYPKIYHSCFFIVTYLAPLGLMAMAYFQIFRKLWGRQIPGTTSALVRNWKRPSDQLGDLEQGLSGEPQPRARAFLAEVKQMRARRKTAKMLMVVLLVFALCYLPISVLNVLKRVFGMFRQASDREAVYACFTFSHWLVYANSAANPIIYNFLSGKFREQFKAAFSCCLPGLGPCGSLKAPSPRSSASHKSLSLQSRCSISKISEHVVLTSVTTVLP
OX1R antag-2: antagonists of human orexin 1 receptor (OX1R). Orexin/Hypocretin receptor type 1 (Homo sapiens), O43613. OX1R-expressing cells, FRET antagonist read-out. inhibition, % at 6.6 µM. actives 1.8% (n = 330,000). AID 485270, 2010; in the data active means inhibition mostly above about 38%, no sharp cut-off; inactive means mostly below about 40%;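 further: 0% = agonist challenge alone and 100% = reference antagonist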
* = called active by the depositor.

1: Cc1ccc(S(=O)(=O)N2CCC(C(=O)Nc3cc(C(F)(F)F)ccc3N3CCOCC3)CC2)cc1C
  OX1R antag-1: -21 | OX1R antag-2: 20

2: O=C(COc1ccc(Cl)cc1)NCc1nnc(SCC(=O)NCc2ccc3c(c2)OCO3)o1
  OX1R antag-1: -7 | OX1R antag-2: 40

3: COC(=O)c1sc(NC(=O)CCCn2nc([N+](=O)[O-])cc2C)c(C(=O)OC)c1C
  OX1R antag-1: -11 | OX1R antag-2: 17

4: Cc1cc(C)c2nc(SCC#N)cc(C)c2c1
  OX1R antag-1: -29 | OX1R antag-2: 15

5: CCCCNC(=S)Nc1cccc(C(C)=O)c1
  OX1R antag-1: -18 | OX1R antag-2: 9

6: O=C(CNC(=S)N(CCCN1CCOCC1)Cc1cccs1)NC1CCCCCCC1
  OX1R antag-1: -25 | OX1R antag-2: 7

7: CC1COC(c2cccn2Cc2ccccc2Cl)=N1 (centres undefined)
  OX1R antag-1: -1 | OX1R antag-2: 15

8: CCC(=O)NC(c1cc(Cl)c2ccccc2c1O)C1CC1 (centres undefined)
  OX1R antag-1: 45 | OX1R antag-2: 63*

9: O=C(/C=C/c1ccccc1Cl)Nc1ccc2c(c1)C(=O)NC2=O
  OX1R antag-1: 3 | OX1R antag-2: 20

10: O=C(CCC(=O)c1cccs1)NCc1ccc(F)cc1
  OX1R antag-1: -5 | OX1R antag-2: 1

Structures listed so far with a halogen:
1: Cc1ccc(S(=O)(=O)N2CCC(C(=O)Nc3cc(C(F)(F)F)ccc3N3CCOCC3)CC2)cc1C
  OX1R antag-1: -21 | OX1R antag-2: 20

2: O=C(COc1ccc(Cl)cc1)NCc1nnc(SCC(=O)NCc2ccc3c(c2)OCO3)o1
  OX1R antag-1: -7 | OX1R antag-2: 40

7: CC1COC(c2cccn2Cc2ccccc2Cl)=N1 (centres undefined)
  OX1R antag-1: -1 | OX1R antag-2: 15

8: CCC(=O)NC(c1cc(Cl)c2ccccc2c1O)C1CC1 (centres undefined)
  OX1R antag-1: 45 | OX1R antag-2: 63*

9: O=C(/C=C/c1ccccc1Cl)Nc1ccc2c(c1)C(=O)NC2=O
  OX1R antag-1: 3 | OX1R antag-2: 20

10: O=C(CCC(=O)c1cccs1)NCc1ccc(F)cc1
  OX1R antag-1: -5 | OX1R antag-2: 1

Copied from above, compounds 8–10
8: CCC(=O)NC(c1cc(Cl)c2ccccc2c1O)C1CC1 (centres undefined)
  OX1R antag-1: 45 | OX1R antag-2: 63*

9: O=C(/C=C/c1ccccc1Cl)Nc1ccc2c(c1)C(=O)NC2=O
  OX1R antag-1: 3 | OX1R antag-2: 20

10: O=C(CCC(=O)c1cccs1)NCc1ccc(F)cc1
  OX1R antag-1: -5 | OX1R antag-2: 1

More records follow.
11: Cn1c(=O)[nH]c(=O)c2c1nc(SCCN1CCCCC1)n2Cc1ccccc1
  OX1R antag-1: -15 | OX1R antag-2: 30

12: COc1ccc(S(=O)(=O)Nc2cccc(C(C)=O)c2)cc1Br
  OX1R antag-1: -18 | OX1R antag-2: 5

13: Clc1ccccc1C1SCC2Nc3ccccc3CN21 (centres undefined)
  OX1R antag-1: -41 | OX1R antag-2: 10

14: CCOC(=O)c1cccc(NC(=O)CCn2nnc3ccccc32)c1
  OX1R antag-1: -20 | OX1R antag-2: 21

15: O=C(C1CC1)N1N=C(c2ccccc2)CC1(O)C(F)(F)C(F)(F)F (centres undefined)
  OX1R antag-1: -25 | OX1R antag-2: -8

16: CCNc1nc(SC(C)C(=O)OC)nc(N(C)C)n1 (centres undefined)
  OX1R antag-1: -12 | OX1R antag-2: 6

17: O=C(C[n+]1ccccn1)c1ccccc1
  OX1R antag-1: -9 | OX1R antag-2: 3

18: CC1NC(=O)NC1CCCCCC(=O)NCCc1ccccc1 (centres undefined)
  OX1R antag-1: 11 | OX1R antag-2: 2

19: Cc1oc(/N=C/c2ccc(Cl)cc2)c(C#N)c1C
  OX1R antag-1: 3 | OX1R antag-2: 0

20: CS(=O)(=O)N(CC(=O)N1CCN(c2cccc(Cl)c2)CC1)c1ccccc1
  OX1R antag-1: -1 | OX1R antag-2: -3

21: Cc1cc(NC(=O)CSc2nnc(-c3c[nH]c4ccccc34)n2-c2ccc(Cl)cc2)no1
  OX1R antag-1: -10 | OX1R antag-2: 19

22: COc1ccc(CC(=O)c2ccc(OC)c(OC)c2C)cc1OC
  OX1R antag-1: 10 | OX1R antag-2: 16

23: CCn1c(C)nnc1SCC(=O)NC1CCCCCC1
  OX1R antag-1: -9 | OX1R antag-2: 20

24: COc1ccc(-c2ccc(SCC(=O)N3c4ccccc4CC3C)nn2)cc1OC (centres undefined)
  OX1R antag-1: -16 | OX1R antag-2: 7

25: COc1ccc(-c2nc3c4ccccc4ccn3c2CN2CCOCC2)cc1OC
  OX1R antag-1: -32 | OX1R antag-2: 28

26: Oc1ccc(/C=N/N2CCN(c3ccccn3)CC2)cc1
  OX1R antag-1: -2 | OX1R antag-2: 3

27: CCOc1cccc2cc(C(=O)NCc3ccc(Cl)cc3)c(=N)oc12
  OX1R antag-1: 2 | OX1R antag-2: 16

28: CN(C)c1ccc(/C=C/C(=O)c2ccc(O)cc2)cc1[N+](=O)[O-]
  OX1R antag-1: -15 | OX1R antag-2: 41

29: COc1ccc(NC(=O)c2ccc(C)cc2)cc1
  OX1R antag-1: -10 | OX1R antag-2: 9

30: CCN(C(=O)CSc1nnnn1C)c1c(N)n(Cc2ccccc2)c(=O)[nH]c1=O
  OX1R antag-1: 2 | OX1R antag-2: 24

31: O=c1[nH]c(Nc2ccccc2)cc2ccccc12
  OX1R antag-1: -2 | OX1R antag-2: 38

32: CCN(CC(=O)Nc1ccc(NC(C)=O)cc1)C(=O)c1cc(CN2C(=O)c3ccccc3C2=O)ccc1OC
  OX1R antag-1: -16 | OX1R antag-2: 12

33: Cc1cc(-c2ccc(C)c(S(=O)(=O)NCCc3ccc(S(N)(=O)=O)cc3)c2)on1
  OX1R antag-1: -6 | OX1R antag-2: 23

34: CCOC(=O)C1=C(CSc2nc(-c3ccccc3)ccc2C#N)OC(N)=C(C#N)C1c1cccnc1 (centres undefined)
  OX1R antag-1: 10 | OX1R antag-2: 21

35: Cc1ccccc1NC(=O)Cn1c(NCC(C)O)nc2ccccc21 (centres undefined)
  OX1R antag-1: -5 | OX1R antag-2: 5

36: CCOC(=O)C1CCCN(S(=O)(=O)c2ccc(NC(C)=O)cc2)C1 (centres undefined)
  OX1R antag-1: 8 | OX1R antag-2: 11

37: Cc1cccc(Cn2c(C(=O)OC(C)C)cc3c2ccn3C)c1
  OX1R antag-1: -39 | OX1R antag-2: 10

38: Cc1ccc2c(c1)N(CC(=O)N1CCCCC1C)C(=O)CO2 (centres undefined)
  OX1R antag-1: -26 | OX1R antag-2: 11

39: CCOc1ccc(CNC(=O)Cn2nc(C)c3c(C)n(-c4ccc(C)cc4)nc3c2=O)cc1
  OX1R antag-1: -38 | OX1R antag-2: 16

40: O=C(c1ccco1)N1CCN(C(c2cccs2)c2nnnn2C2CCCCC2)CC1 (centres undefined)
  OX1R antag-1: -17 | OX1R antag-2: 16

41: CCCC(c1nnnn1CCOC)N(Cc1cc2cc(C)c(C)cc2[nH]c1=O)CC1CCCO1 (centres undefined)
  OX1R antag-1: -9 | OX1R antag-2: 26

42: COc1ccc(C2c3c(ccc4ccccc34)Oc3ncn4nc(-c5ccco5)nc4c32)cc1OC (centres undefined)
  OX1R antag-1: -8 | OX1R antag-2: 5

43: CCOC(=O)c1sc(NC(=O)c2cccc(S(=O)(=O)N(CC)CC)c2)cc1C
  OX1R antag-1: -16 | OX1R antag-2: 27

44: COc1ccc(NC(=O)C(CCS(C)(=O)=O)N2C(=O)c3ccccc3C2=O)cc1 (centres undefined)
  OX1R antag-1: -15 | OX1R antag-2: 17

45: CN(C1CCS(=O)(=O)C1)S(=O)(=O)c1ccccc1 (centres undefined)
  OX1R antag-1: 1 | OX1R antag-2: 9

46: COc1cccc(CNS(=O)(=O)/C=C/c2ccc3c(c2)OCO3)c1
  OX1R antag-1: -10 | OX1R antag-2: 37

47: N#Cc1c(NC(=O)CSc2nc3c(c(C(F)(F)F)n2)CCc2ccccc2-3)sc2c1CCCC2
  OX1R antag-1: -2 | OX1R antag-2: 7

48: CCc1nc(C)cn1S(=O)(=O)c1ccc(Cl)c(Cl)c1Cl
  OX1R antag-1: -19 | OX1R antag-2: 20

49: COC(=O)c1cccc(NC(=O)C(C)N2C(=O)c3ccccc3C2=O)c1 (centres undefined)
  OX1R antag-1: -12 | OX1R antag-2: 4

50: Cc1cc(NC(=O)c2c(-c3c(Cl)cccc3Cl)noc2C)n(C)n1
  OX1R antag-1: 7 | OX1R antag-2: 18

51: CCCn1nc(C(=O)NC2CCCCCC2)c2ccccc2c1=O
  OX1R antag-1: -24 | OX1R antag-2: 2

52: CSCCC(NS(=O)(=O)c1ccc2c(c1)oc(=O)n2C)C(=O)NC1CCCc2ccccc21 (centres undefined)
  OX1R antag-1: -24 | OX1R antag-2: 13

3 entries from above, sorted by their value in OX1R antag-2, rising.
51: CCCn1nc(C(=O)NC2CCCCCC2)c2ccccc2c1=O
  OX1R antag-1: -24 | OX1R antag-2: 2

12: COc1ccc(S(=O)(=O)Nc2cccc(C(C)=O)c2)cc1Br
  OX1R antag-1: -18 | OX1R antag-2: 5

40: O=C(c1ccco1)N1CCN(C(c2cccs2)c2nnnn2C2CCCCC2)CC1 (centres undefined)
  OX1R antag-1: -17 | OX1R antag-2: 16
